# Source: PubChem BioAssay
# L3MBTL1 inh: qHTS Assay for the Inhibitors of L3MBTL1; Lethal(3)malignant brain tumor-like protein 1 (Homo sapiens), Q9Y468; AlphaScreen L3MBTL1–H3K9me1 peptide binding; Potency, µM (series often up to 57.1 µM), inactives show at the top dose activity, negative = inhibition, hits mostly inhibitors; actives 0.66% (n = 230,000); also: % is scaled to controls: 0 for no effect and ±100 for the full control effect; nearly all actives have a fitted effect of over 60% in size
#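 First, the protein-peptide complex forms for 30 min at room temperature (L3MBTL1 50 nM, biotinylated H3K9me1 peptide 75 nM). Next, compounds are pin-transferred and incubated 30 min. Finally, AlphaScreen beads are added and read after 30 min.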
# Tau fibril ThT: qHTS for Inhibitors of Tau Fibril Formation, Thioflavin T Binding. recombinant tau K18 P301L (four-repeat tau fragment), heparin-induced fibrillization, ThT fluorescence. Potency, µM (highest dose often 57.4 µM), inactives show at the highest dose activity, negative = inhibition, usual class: inhibitors. Microtubule-associated protein tau (Homo sapiens), P10636. AID 1460, 2008. actives 2.1% (n = 270,000); also: % is scaled to controls: 0 for no effect and ±100 for the full control effect; nearly all actives have a fitted effect of over 55% in size
# Target sequence (P10636 561-689 P618L limits assumed): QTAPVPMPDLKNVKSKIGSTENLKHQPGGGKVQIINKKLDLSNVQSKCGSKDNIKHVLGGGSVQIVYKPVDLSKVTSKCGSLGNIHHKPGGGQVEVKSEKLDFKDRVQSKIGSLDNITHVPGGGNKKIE
#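 Tau K18 P301L fragment (15 uM unlabeled plus 0.24 uM Alexa 594-labeled) in 100 mM sodium acetate pH 7 with compound, fibrillization induced by 20 uM heparin for 6 hr at 37 C. Thioflavin T (30 uM) added, fluorescence read after 1 hr (ex 450, em 510 nm).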
# Luc counter: Counterscreen for Luciferase (Kinase-Glo TM) Inhibition; Kinase-Glo luciferase, ATP luminescence, 8 min; Luciferin 4-monooxygenase (Photuris pensylvanica), Q27757; actives 0.28% (n = 200,000); Potency, µM (top dose mostly 38.3 µM), for inactives: top-dose activity change, negative = inhibition, actives largely listed as inhibitors; also: % is scaled to controls: 0 for no effect and ±100 for the full control effect; nearly all actives have a fitted effect of over 60% in size
#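 Recombinant Kinase-Glo luciferase, 10 uM ATP (linear range), luciferin; imidazole pH 7.2 / KCl / MgCl2 / Tween / BSA buffer; 8 min RT; luminescence.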
# ALDH1A1 inh: qHTS Assay for Inhibitors of Aldehyde Dehydrogenase 1 (ALDH1A1). Aldehyde dehydrogenase 1A1 (Homo sapiens), P00352. Purified ALDH1A1, NADH fluorescence, propionaldehyde substrate. Potency, µM (top dose mostly 75.3 µM), without a hit: top-dose activity, negative = inhibition, most hits filed as inhibitors. actives 7.3% (n = 220,000). AID 1030, 2008; active = well fitted inhibition curve with a large enough effect, not every such curve was filed as active; inconclusive = small, poorly fitted or top-dose-only effect, or another doubt; inactive = no such curve, though single readings can be large or run the other way;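 also: plate controls were no enzyme wells and a reference inhibitor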
# SMN2 splice enh: qHTS Assay for Enhancers of SMN2 Splice Variant Expression; Potency, µM (top dose mostly 46.1 µM), without a hit: top-dose activity change, positive = activation, usual class: activators; actives 2.8% (n = 210,000); HEK293 SMN2-luciferase splicing reporter, luminescence, 30-36 h; also: % of control where 0% means no effect; nearly all actives have a fitted effect of over 55% in size
#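 qHTS luciferase splicing reporter: luminescence rises when SMN2 exon 7 is included in transfected HEK293 cells. Compound exposure lasted 30-36 h at 37C, with 4.5 mM final sodium butyrate as control, followed by a ONE-Glo read.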
# Lamin A splicing: qHTS Assay for Modulators of Lamin A Splicing | Potency, µM (highest dose often 46.1 µM), for inactives: at the highest dose ratio change, negative = inhibition, most hits filed as inhibitors | AID 1487, 2009 | HeLa LMNA splicing GFP/RFP minigene ratio, 48 h | actives 0.01% (n = 200,000); active = well fitted inhibition curve with a large enough effect in the signal ratio, with a control signal flat, not every such curve was filed as active; inconclusive = small, poorly fitted or top-dose-only effect, or effect the other way, or a change in a side signal; the % refers to the signal ratio; also: % is scaled to controls: 0 for no effect and ±100 for the full control effect
#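 Read-out is the ratio of GFP to DsRed2 object intensity, acquired by 488 nm laser-scanning cytometry on HeLa lamin A-EGFP minigene reporter cells. Compound incubation 48 hrs at 37 °C in Opti-MEM with 2% FBS; DMSO 0.5% final.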
# RECQ1 inh: qHTS Assay for Inhibitors of RecQ-Like Dna Helicase 1 (RECQ1); ATP-dependent DNA helicase Q1 (Homo sapiens), P46063; RECQ1 DNA unwinding, red fluorescence kinetic read; Potency, µM (doses to about 57.3 µM), for the others: at the highest dose activity, negative = inhibition, most hits filed as inhibitors; actives 0.54% (n = 240,000);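 also: plate controls were vehicle for no effect and no enzyme for full effect; nearly all actives have a fitted effect of over 30% in size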
# Target sequence (P46063 whole entry, looked up): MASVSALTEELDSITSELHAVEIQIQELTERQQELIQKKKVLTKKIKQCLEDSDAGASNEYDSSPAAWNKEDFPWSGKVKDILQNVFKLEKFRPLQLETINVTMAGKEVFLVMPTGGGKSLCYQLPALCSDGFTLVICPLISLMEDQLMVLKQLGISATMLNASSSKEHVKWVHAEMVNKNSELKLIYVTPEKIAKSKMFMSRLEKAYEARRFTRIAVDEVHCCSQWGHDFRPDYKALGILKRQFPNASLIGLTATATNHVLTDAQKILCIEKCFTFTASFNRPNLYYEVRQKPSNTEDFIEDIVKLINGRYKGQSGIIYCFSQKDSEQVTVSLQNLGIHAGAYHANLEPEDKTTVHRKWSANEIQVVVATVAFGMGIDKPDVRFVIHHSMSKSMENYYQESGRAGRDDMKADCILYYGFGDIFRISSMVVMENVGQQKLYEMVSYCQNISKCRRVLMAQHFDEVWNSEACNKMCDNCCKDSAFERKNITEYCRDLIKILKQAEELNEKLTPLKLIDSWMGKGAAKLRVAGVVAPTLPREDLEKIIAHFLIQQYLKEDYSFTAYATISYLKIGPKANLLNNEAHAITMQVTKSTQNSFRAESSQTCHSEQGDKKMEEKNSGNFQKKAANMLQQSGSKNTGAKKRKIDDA
#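 RECQ1T1 50 nM; forked duplex (20 bp + 30-nt ss tails) 200 nM, ATP 2 mM final; pH 8.0, 2 mM MgCl2, 2.5 ug/ml poly(dI-dC); 15 min compound preincubation; discontinuous kinetic read over 2 h at RT.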
# KDM4E inh: qHTS Assay for Inhibitors of Human Jumonji Domain Containing 2E (JMJD2E) | Lysine-specific demethylase 4E (Homo sapiens), B2RXH2 | JMJD2E catalytic domain, FDH-coupled NADH fluorescence (FDH is formaldehyde dehydrogenase) | Potency, µM (top dose mostly 57.1 µM), for the others: at the highest dose activity change, negative = inhibition, hits mostly inhibitors | actives 1.6% (n = 230,000) | AID 2147, 2009; active = well fitted inhibition curve with a large enough effect, not every such curve was filed as active; inconclusive = small, poorly fitted or top-dose-only effect, or another doubt; inactive = no such curve, though single readings can be large or run the other way;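 also: 0% = wells with enzyme and -100% = buffer wells without enzyme; nearly all actives have a fitted effect of over 50% in size; many of its hits are not listed in these tables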
# Target sequence (B2RXH2 1-337 limits assumed): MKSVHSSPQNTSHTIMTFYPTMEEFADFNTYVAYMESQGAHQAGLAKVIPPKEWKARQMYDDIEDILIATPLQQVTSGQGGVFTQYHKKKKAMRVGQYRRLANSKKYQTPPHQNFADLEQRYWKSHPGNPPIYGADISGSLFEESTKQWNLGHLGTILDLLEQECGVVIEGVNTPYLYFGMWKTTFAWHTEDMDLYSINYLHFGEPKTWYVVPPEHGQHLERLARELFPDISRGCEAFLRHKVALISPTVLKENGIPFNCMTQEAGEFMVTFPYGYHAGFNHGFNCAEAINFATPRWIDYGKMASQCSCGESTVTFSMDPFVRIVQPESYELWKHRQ
# Numbers without * were called inactive; i = inactive; ? = inconclusive; . = no result given; [ ] = another dose, or the depositor's remark. Unless noted, calls follow the shape of the dose curve; as a rule, active = well fitted curve in the direction sought with a large enough effect; inconclusive = small, poorly fitted or top-dose-only effect, or another doubt; inactive = no such curve, though single readings can be large; an effect the other way counts as inactive or inconclusive. Potency is read from the fitted curve at half-maximal effect. Not all compounds are listed. The share of hits here may be higher or lower than overall.
no.	Structure	L3MBTL1 inh	Tau fibril ThT	Luc counter	ALDH1A1 inh
1	COc1cc([N+](=O)[O-])cc(/C=N\NC(=O)C2COc3ccccc3O2)c1O (stereo not given)	?	10µM*	.	.
2	Cc1ccc2nc(Cl)c(/C=N/NC(=O)[C@H]3C[C@@H]3c3ccccc3)cc2c1	3%	2%	-3%	-1%
3	C=CC(C1=CC(=O)C(OC)=CC1=O)c1ccccc1 (stereo not given)	.	16µM*	-4%	22µM*
4	CC1(C)CC(N2CCC(=O)N(C3CC(C)(C)NC(C)(C)C3)C2)CC(C)(C)N1	0%	-3%	-4%	11%
5	CC(NCc1ccc2c(c1)OCO2)C(=O)NC1CCCCC1 (stereo not given)	-1%	-10%	1%	35µM*
6	Cc1ccc(C(=O)N/C(=C\c2ccccc2)C(=O)NCCCn2ccnc2)cc1	?	3%	-1%	-2%
7	COc1ccc(C2Nc3ccccc3C(=O)N2c2ccc(F)cc2)cc1Cn1nnc2ccccc21 (stereo not given)	-7%	0%	1%	?
8	O=C(CC1Nc2ccccc2NC1=O)c1ccccc1 (stereo not given)	-1%	?	?	?

no.	SMN2 splice enh	Lamin A splicing	RECQ1 inh	KDM4E inh
1	.	.	i	?
2	-19%	6%	i	-25%
3	1%	.	-14%	2.2µM*
4	7%	15%	-4%	5%
5	.	?	-10%	2%
6	.	?	21%	-2%
7	?	-1%	-2%	?
8	13µM*	14%	-12%	?

# The list continues.
no.	Structure	L3MBTL1 inh	Tau fibril ThT	Luc counter	ALDH1A1 inh
9	CC(C)CCNc1ncnc2c1nnn2Cc1ccccc1Cl	6%	5%	-3%	-14%
10	Cc1sc2ncnc(SCC(=O)N3CCC(c4noc5ccc(F)cc45)CC3)c2c1C	.	-15%	-4%	?
11	COc1ccc(N/N=C(\C#N)C(=N)N2CCOCC2)cc1	.	?	-2%	-15%
12	C(=C\c1nc(-c2ccccc2)oc1Nc1ccc2ccccc2c1)/c1ccccc1	.	-6%	1%	12%
13	CCc1ccc(N(C(=O)CNC(=O)c2ccco2)C(C(=O)NCC2CCCO2)c2ccccc2)cc1 (stereo not given)	-12%	-3%	2%	6%
14	N#Cc1cc([N+](=O)[O-])ccc1Oc1cccc(/C=N/NC(=O)c2cccc(Cl)c2)c1	.	-7%	-4%	-5%
15	CCOc1cc(C2NN=C(c3ccccc3)S2)ccc1OCc1ccccc1Cl (stereo not given)	-1%	?	-19%	?
16	CCCOc1cc(C)c(S(=O)(=O)N2CCN(C)CC2)cc1C	-1%	-7%	1%	-1%

no.	SMN2 splice enh	Lamin A splicing	RECQ1 inh	KDM4E inh
9	-29%	-1%	-10%	-1%
10	-13%	11%	0%	5%
11	15%	.	1%	-2%
12	7%	.	-2%	?
13	1%	1%[46 µM]	i	9%
14	-80%[inhibitor]	?	-10%	11%
15	158%	-1%	5%	?
16	-36%[inhibitor]	-15%	-3%	-9%

# (cont.)
no.	Structure	L3MBTL1 inh	Tau fibril ThT	Luc counter	ALDH1A1 inh
17	COc1ccccc1-c1cc(C(=O)Nc2sc3c(c2C#N)CCC(C)C3)c2ccccc2n1 (stereo not given)	.	-23%	-2%	-2%
18	Cc1cc(=S)[nH]c2c(C)cccc12	.	-13%	5%	-15%
19	Cc1ccc(C2=NN(S(C)(=O)=O)C(c3ccc4nccnc4c3)C2)cc1 (stereo not given)	-1%	4%	3%	2%
20	O=C(NCC1CCCO1)C1C2C=CC3(CN(Cc4cccs4)C(=O)C13)O2 (stereo not given)	0%	-14%	-5%	3%
21	CNC(=O)CC1C(=O)N(c2ccc(Cl)cc2)C(=S)N1CCc1ccc(OC)c(OC)c1 (stereo not given)	2%	-1%	4%	-5%
22	NNC(=O)CN1C(c2ccccc2)=Nc2ccc(Br)cc2C1c1ccccc1 (stereo not given)	-22%	0%	-1%	-3%
23	CC(=O)N1CC23C=CC(CC2CC12CCCCCC2)O3 (stereo not given)	.	?	1%	?
24	CCOC(=O)c1c(C)[nH]c(=S)c(C#N)c1-c1ccc(OC)cc1	.	?	-4%	?

no.	SMN2 splice enh	Lamin A splicing	RECQ1 inh	KDM4E inh
17	1%	9%	2%	5%
18	11%	13%	-5%	-12%
19	13µM*	-8%	-14%	-11%
20	-8%	1%	-16%	0%
21	-2%	?	i	-2%
22	-7%	?	i	-16%
23	-56%[inhibitor]	2%[46 µM]	3%	11%
24	.	-1%	0%	?

# Next structures follow:
no.	Structure	L3MBTL1 inh	Tau fibril ThT	Luc counter	ALDH1A1 inh
25	CCOC(=O)Cc1nc(-c2ccccc2)n[nH]1	20%	1%	-3%	-2%
26	CCN1CCN(CCCNC(=O)c2cc3sccc3n2CC)CC1	2%	-3%	2%	?
27	COC(=O)c1c(NC(=O)Cc2cccs2)sc2c1CCCC2	?	-21%	0%	-11%
28	Cc1ccc(C)c(N(C(=O)Cc2cccs2)C(C(=O)NC2CCCC2)c2ccc(C)o2)c1 (stereo not given)	1%	-15%	6%	-1%
29	CCCCn1c(CN2C(=O)c3ccccc3C2=O)nc2ccccc2c1=O	3%	-2%	0%	7%
30	Cc1ccnn1CC(=O)N/N=C/c1c[nH]c2ccccc12	5%	0%	.	.
31	CCCN(CCC)S(=O)(=O)c1ccc(Cl)c(OC)c1	38%[activator]	-3%	0%	2%
32	Nn1c(-c2ccco2)n[nH]c1=S	12%	-5%	-3%	-11%

no.	SMN2 splice enh	Lamin A splicing	RECQ1 inh	KDM4E inh
25	-5%	?	1%	2%
26	-7%	-1%	-6%	6%
27	-53%[inhibitor]	?	28µM*	?
28	-8%	4%	3%	7%
29	-13%	-7%	i	4%
30	.	.	-2%	9%
31	-2%	.	i	0%
32	-7%	-4%	i	?

# Next entries:
no.	Structure	L3MBTL1 inh	Tau fibril ThT	Luc counter	ALDH1A1 inh
33	O=C(NNC(=O)c1cc(-c2ccc(Cl)cc2Cl)nc2ccccc12)Nc1ccccc1	2%	-12%	-2%	2%
34	CC(O)CCC(=O)NCCNC(=O)CCC(C)O (stereo not given)	-1%	-1%	-5%	17%
35	COCCNC(=S)N1C2CCC1CC(NC(=O)NC13CC4CC(CC(C4)C1)C3)C2 (stereo not given)	-1%	1%	0%	2%
36	O=C(NC(=S)Nc1nc(-c2ccccc2)cs1)c1cccs1	-12%	-1%	9%	-3%
37	c1ccc2sc(N3CCOCC3)nc2c1	9%	-4%	-7%	15%
38	O=C1CCN(Cc2nnnn2CC2CCCO2)c2ccccc2N1 (stereo not given)	1%	1%	-3%	-1%
39	COc1c(S(=O)(=O)n2nc(C)cc2C)ccc(Cl)c1Cl	.	8%	-1%	28µM*
40	Cc1cccc(NC(=O)C2CCCN(S(=O)(=O)c3cccc4cccnc34)C2)c1 (stereo not given)	3%	-14%	-1%	0%

no.	SMN2 splice enh	Lamin A splicing	RECQ1 inh	KDM4E inh
33	-2%	6%	-13%	7%
34	22%	0%	-4%	-2%
35	-7%	-9%	-19%	6%
36	-18%	2%	7%	-6%
37	?	9%	4%	8%
38	-10%	4%	i	3%
39	16%	?	3%	-2%
40	-20%	-11%	-5%	7%

# Given screen by screen: entries from further up
(28) Cc1ccc(C)c(N(C(=O)Cc2cccs2)C(C(=O)NC2CCCC2)c2ccc(C)o2)c1 (stereo not given)
(29) CCCCn1c(CN2C(=O)c3ccccc3C2=O)nc2ccccc2c1=O
(30) Cc1ccnn1CC(=O)N/N=C/c1c[nH]c2ccccc12

assay / entry,28,29,30
L3MBTL1 inh,1%,3%,5%
Tau fibril ThT,-15%,-2%,0%
Luc counter,6%,0%,.
ALDH1A1 inh,-1%,7%,.
SMN2 splice enh,-8%,-13%,.
Lamin A splicing,4%,-7%,.
RECQ1 inh,3%,i,-2%
KDM4E inh,7%,4%,9%

# Continuation:
no.	Structure	L3MBTL1 inh	Tau fibril ThT	Luc counter	ALDH1A1 inh
41	FC(F)(F)c1cc(-c2ccco2)nc(N2CCOCC2)n1	.	-2%	1%	0%
42	COc1ccc(NC(=O)/C(=C\c2cccnc2)NC(=O)c2cccs2)cc1	4%	-8%	3%	-2%
43	O=C(O)c1ccc(CNC(=O)c2ccccc2NC(=O)c2ccc([N+](=O)[O-])cc2)cc1	.	-14%	-3%	-4%
44	CCOC(=O)C1(CCOC)CCN(Cc2cnc(-c3cccc(C)c3)nc2)CC1	-3%	-3%	.	11%
45	CCc1cccc(CC)c1N(COC)C(=O)Cn1c(CO)nc2ccccc21	4%	-9%	-2%	11%
46	CCOC(=O)c1c(NC(=O)c2ccc(C)cc2)sc2c1CC(C)(C)OC2	.	-13%	-1%	?
47	CCN(CC)C(=O)N1CCN(S(=O)(=O)c2ccc(C)c(C)c2)CC1	12%[11.4 µM]	-7%	2%	-7%
48	C=CCN(CC=C)C(=S)NC(=O)Cc1cccc2ccccc12	-22%	?	3%	19µM*
49	CC(=O)c1c(C)[nH]c(C(=O)N2CCN(C(=O)c3ccco3)CC2)c1C	-5%	2%	-1%	-4%
50	COc1ccc(/C=N/NC(=O)c2nn(-c3ccc(Cl)cc3)c(=O)c3c(N)scc23)cc1	.	10µM*	-4%	6.3µM*

no.	SMN2 splice enh	Lamin A splicing	RECQ1 inh	KDM4E inh
41	-8%	-1%	1%	-12%
42	-1%	-2%	-2%	-9%
43	-15%	.	i	-3%
44	.	.	i	2%
45	-21%	1%	-9%	1%
46	-23%	?	-12%	?
47	4%	-11%	-4%	7%
48	.	.	i	?
49	23%	-13%	1%	9%
50	-2%	-26%	?	?
